F508del corr: F508del CFTR correction, initial screen, CFBE line, single point; 350,000 tested, 0.36% active; activity (quench increase), % at 7.58 µM; CFBE cells, YFP halide quenching; stimulated with forskolin plus potentiator P3; % fluorescence drop versus neutral controls; AID 720511, 2013;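 active = mean added fluorescence quench of at least 8% versus neutral control, with both replicates also reaching 8%; inconclusive = only one of the mean or replicate conditions met; inactive = mean below 8% and not both replicates reaching 8%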;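 also: cells transiently co-express mutant CFTR-F508del with the halide-sensitive YFP; corrector assay measuring rescue of mutant channel to the surface after 24 h compound exposure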
PglD DTNB: C. jejuni PglD acetyltransferase inhibitors, primary screen, biochemical, DTNB colorimetric, single point; UDP-N-acetylbacillosamine N-acetyltransferase PglD (Campylobacter jejuni); purified PglD enzyme, DTNB colorimetric CoA detection; inhibition, % at 12.5 µM; 360,000 tested, 0.098% active; AID 602405, 2012; in the data active = inhibition above about 16%, passing the limit was not always enough; inconclusive = no clear call, values can overlap the other calls; also: strong numbers were not always called active
Statin myotox sup: suppressors of statin myotoxicity in C2C12 myotubes, primary screen, cell-based, single point, plate reader; C2C12 myotubes + simvastatin, ATP luminescence, 48 h; scaled: DMSO 0, geranylgeraniol control 100; rescue of ATP level, % at 7.49 µM; 330,000 tested, 0.78% active; AID 602340, 2012;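 active = mean ATP rescue above about 67%, or every replicate alone reaching that limit, limit read from the data, passing the limit was not always enough; inconclusive = no clear call, values can overlap the other calls; inactive = mean under the limit and some replicate under it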;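 also: myotubes were challenged with 10 µM simvastatin during compound exposure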
FN deposition inh: inhibitors of fibronectin matrix deposition, primary screen, AH1F cells, Alexa488-fibronectin fluorescence, plate reader; 350,000 tested, 0.086% active; AH1F fibroblasts, overnight; inhibition, % at 12.6 µM;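 active = mean inhibition across replicates of 30% or more, regardless of how many single replicates reach that level; inconclusive = mean under 30% yet at least half of replicates reach 30%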;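 also: positive control wells lacked labelled fibronectin entirely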
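Assay system: AH1F fibroblast monolayer, labelled fibronectin deposition. Amount: 10000 cells per well. Also added: labelled fibronectin 24 nM. Compound: single-point pinned compound. Incubation: cell attachment 1 h, compound and FN exposure overnight. Detection: fluorescence after three HBSS washes, excitation 485 nm, emission 525 nm. Read-out: inhibition of fibronectin deposition signal.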
miR122 inh: miR-122 Renilla sensor signal increase in Huh7, primary screen, miR-122 inhibitor project, cell-based, single point, plate reader | Huh7 miR-122 Renilla luciferase sensor, 48 h; neutral wells = 0, positive control = 100 | activation (reporter increase), % at 12.5 µM | 340,000 tested, 0.3% active | AID 602342, 2012;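 active = mean replicate activation score at least 90 and every replicate individually at or above 90; inconclusive = only one of the two criteria met; inactive = neither criterion met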;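 also: higher luciferase means less miR-122 activity so hits act as miR-122 inhibitors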
PGC1a acetyl inh: inhibitors of PGC1a acetylation signal, primary screen, cell-based, U2OS, AlphaScreen, inhibitor mode; AlphaScreen anti-acetyl-lysine; with virally co-expressed GCN5 acetyltransferase; inhibition, % at 15.6 µM; 350,000 tested, 0.17% active; AID 651687, 2012;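 active = every replicate shows inhibition of at least 40%; inconclusive = mean inhibition at least 40% but some replicate below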;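 also: 0% = neutral control wells and 100% = positive control wells; some results beyond the cut were filed as inactive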
INS-1E GSIS act: GLuc luminescence reporter in INS-1E cells, primary screen for activators of glucose-dependent secretion of insulin. activation, % at 16.6 µM. 370,000 tested, 0.61% active. AID 743287, 2014. INS-1E GLuc reporter insulin secretion, 2-3 h;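 active = lowest replicate activation of at least 40%, so every replicate reaches that level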;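 also: 0% = median of neutral control wells and 100% = median of IBMX positive control wells; some compounds called inactive have numbers as strong as hits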
Cneo AK release: Cryptococcus neoformans cell lysis inducers, primary screen, AK release luminescence, single concentration. 360,000 tested, 0.2% active. C. neoformans lysis, adenylate kinase release luminescence, 4 h; normalised: neutral wells 0, clomiphene wells 100. lysis activity, % at 15 µM;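 active = mean lysis activity across replicates of at least 80%, whatever share of replicates individually reach that level; inactive = mean lysis activity below 80%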
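Material: C. neoformans cells; Schedule: 4 h static compound exposure, 37 °C, read 1 h post-reagent; Measured by: adenylate kinase release luminescence; Read-out: signal increase indicating cell lysis; Controls: Clomiphene as positive lysis control.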
* = called active by the depositor; ? = inconclusive; . = not tested or not shown; [ ] = dose if it differs, or a comment.

SMILES | F508del corr | PglD DTNB | Statin myotox sup | FN deposition inh | miR122 inh | PGC1a acetyl inh | INS-1E GSIS act | Cneo AK release
Cc1ccc(S(=O)(=O)N2C[C@@H](C)[C@]3(C2)[C@H](O)[C@H](OC(=O)Nc2c(C)noc2C)C[C@H]2C(=O)N(c4ccccc4)C(=O)[C@H]23)cc1 | 7.6 | -1 | -5 | -1 | -7 | -13 | -13 | 0
CCN(CC)S(=O)(=O)c1ccc(Oc2cccc(C(C)=O)c2)nc1 | . | -6 | . | -2 | -2 | . | . | 0
CCN(CC)CCNC(=O)Cn1cnc2sc(C)c(S(=O)(=O)N3CCN(c4ncccn4)CC3)c2c1=O | -0.2 | . | -2 | 2 | 0 | 6 | -1 | .
O=C(COC(=O)c1cccc(C(=O)OCC(=O)NC2CCCCC2)n1)NC1CCCCC1 | . | -1 | -37 | 0 | 9 | -8 | . | 0
C[C@H](NC(=O)C[C@H]1C[C@H]2c3cc(NC(=O)C4CCOCC4)ccc3O[C@H]2[C@H](CO)O1)c1ccccc1 | -0.5 | -3 | 2 | . | 3[16.7 µM] | 2 | 12 | -1
COc1ccc(NC(=O)CN(C)C(=O)C2=COCCO2)cc1 | -6.5 | 2 | 11 | 12 | -3 | 2 | 23 | 0
Oc1ccc2ccccc2c1C=NC12CN3CCN(CN(C3)C1)C2 | . | 0 | 12 | . | 0 | 12 | . | 2
CCOC(=O)c1ccc[n+](CC(=O)c2ccccc2)c1 | . | 0 | -6 | 2 | -5 | 9 | 10 | -2
NC(Cc1ccc2nonc2c1)C(=O)O (stereo not drawn) | . | -6 | ? | . | -2 | 3 | . | -3
CNC(=O)NC(=O)CSc1nnc(C(F)(F)F)n1C | . | -4 | 15 | 0 | -3 | 7 | . | 0
COc1ccccc1OC(=O)C1CC(=O)N(c2ccc(Cl)cc2)C1 (stereo not drawn) | . | 0 | -2 | -8 | . | 3 | -13 | 10
COc1ccc(OC)c2[nH]c(C(=O)O)cc12 | 1.8 | -3 | 2 | . | -2 | -3 | 8 | 3
COc1ccc(C)cc1NC(=O)COC(=O)Cc1c[nH]c2ccccc12 | 1.5 | 0 | -1 | . | -5 | 8 | -8 | -1
CCN(C(=O)C1CCCN1S(=O)(=O)c1cccc2nsnc12)c1ccccc1 (stereo not drawn) | 2.0 | 0 | -1 | 3 | 3 | 2 | 6 | -3
CCOCCCNC(=O)C(NC(=O)c1ccc2c(c1)OCO2)c1ccc(OC)cc1 (stereo not drawn) | . | -5 | 6 | . | -2 | 59 | 4 | -1
COc1ccc(C(CNC(=O)Cc2cccs2)N(C)C)cc1 (stereo not drawn) | 1.4 | -3 | 8 | -1 | -3 | -3 | 8 | 0
COc1ccc(CNC(=O)CN2CCN(c3ccc(F)cc3)CC2)cc1 | 1.6 | -5 | 4 | -1 | -7 | 2 | -7 | -2
CC(=O)c1cccc(NC(=O)Nc2ccc3c(c2)CCC3)c1 | -2.1 | -1 | -13 | . | -6 | -8 | 6 | -2
Cc1cccc(N2CCN(C(=S)Nc3ccc4nc(N5CCN(C)CC5)cc(C)c4c3)CC2C)c1 (stereo not drawn) | -18 | . | . | -1 | . | 2 | -41 | .
C[C@H](CO)N1C[C@H](C)[C@H](CN(C)CC2CC2)Oc2c(NC(=O)c3ccncc3)cccc2C1=O | -5.1 | 1 | -2 | . | 4[16.7 µM] | 0 | 5 | -3
O=C(CNC(=O)N1CC(=O)Nc2ccccc21)NCCc1c[nH]c2ccccc12 | -1.3 | 2 | -1 | . | 1 | 15 | -2 | -1
COc1cccc(CNC(=O)C(C(=O)NCc2cccc(OC)c2)c2ncc(C(F)(F)F)cc2Cl)c1 | -0.3 | . | . | -2 | . | 6 | 6 | .
CC(C)(C)[S@](=O)N1Cc2cc(C(=O)NCc3ccncc3)nc(-c3cccc(-c4ccncc4)c3)c2[C@@H]1CCO | 3.1 | 3 | -3 | -2 | . | 6 | -10 | 0
Cn1c2ccccc2c2nnc(SCC(=O)Nc3cccc(C(=O)O)c3)nc21 | 0.5 | 5 | -1 | 0 | -4 | . | 8 | -2
CC(C)NC(=O)N(C)C[C@H]1Oc2ncc(C#CCc3ccccc3)cc2C(=O)N([C@@H](C)CO)C[C@@H]1C | 1.5 | 13 | -8 | -2 | -2[16.7 µM] | 2 | -13 | 1
C[C@@H]1CN([C@H](C)CO)C(=O)c2cc(NC(=O)Nc3ccccc3)ccc2O[C@@H]1CN(C)C | 0.5 | 4 | 13 | . | -6[16.7 µM] | 1 | 9 | 2
Cc1ccc(N(C(=O)C2CCCC2)C2C=CS(=O)(=O)C2)cc1C (stereo not drawn) | . | 3 | 13 | . | 7 | -2 | 42 | -1
CC1(C(=O)NCc2ccco2)Cc2c(-c3cccc(C(F)(F)F)c3)ccnc2O1 (stereo not drawn) | 7.4 | -1 | -57 | 0 | 3 | -22 | -33 | 0
Cc1ccc2[nH]c3nc(NN)nnc3c2c1 | 0.7 | -7 | 0 | 0 | -5 | -4 | 25 | -1
C=CCC(=O)N1CCCC(C(=O)c2ccc(Cl)cc2)C1 (stereo not drawn) | -3.4 | -34 | 8 | 5 | 4 | -5 | 7 | 3
CC(=O)Nc1cccc(NC(=O)COc2ccc3c(c2)OCO3)c1 | 0.3 | 2 | -2 | 0 | . | . | 6 | -1
Cc1nn(Cc2c(Cl)cccc2Cl)c(C)c1NC(=O)c1cnn2c(C(F)F)cc(-c3ccccc3)nc12 | . | -2 | -60 | 11 | -5 | 1 | . | -2
C[C@@H]1CN([C@H](C)CO)C(=O)c2cc(N(C)C)ccc2O[C@@H]1CN(C)Cc1ccc(Oc2ccccc2)cc1 | 1.3 | 0 | 13 | 5 | 1[16.7 µM] | -25 | -31 | 9
C=CCn1c(CCC(O)COCCCCC)n[nH]c1=S (stereo not drawn) | 1.2 | -6 | 3 | 6 | 8 | -2 | -4 | 1
Cc1nn(Cc2noc(C(=O)NCc3ccc4c(c3)OCO4)n2)c(C)c1Br | 1.2 | -4 | . | -3 | 4 | 3 | -26 | -1
CC(=O)Nc1ccc(NC(=O)c2cc(=O)c3cc(C)c(C)cc3o2)cc1 | 0.6 | 8 | -7 | -7 | -1 | 5 | 7 | -2

Shown with each value named: entries from further up.
C[C@@H]1CN([C@H](C)CO)C(=O)c2cc(N(C)C)ccc2O[C@@H]1CN(C)Cc1ccc(Oc2ccccc2)cc1
  F508del corr = 1.3
  PglD DTNB = 0
  Statin myotox sup = 13
  FN deposition inh = 5
  miR122 inh = 1[16.7 µM]
  PGC1a acetyl inh = -25
  INS-1E GSIS act = -31
  Cneo AK release = 9
CC1(C(=O)NCc2ccco2)Cc2c(-c3cccc(C(F)(F)F)c3)ccnc2O1 (stereo not drawn)
  F508del corr = 7.4
  PglD DTNB = -1
  Statin myotox sup = -57
  FN deposition inh = 0
  miR122 inh = 3
  PGC1a acetyl inh = -22
  INS-1E GSIS act = -33
  Cneo AK release = 0
CC(=O)Nc1cccc(NC(=O)COc2ccc3c(c2)OCO3)c1
  F508del corr = 0.3
  PglD DTNB = 2
  Statin myotox sup = -2
  FN deposition inh = 0
  miR122 inh = .
  PGC1a acetyl inh = .
  INS-1E GSIS act = 6
  Cneo AK release = -1

The listing continues:
SMILES | F508del corr | PglD DTNB | Statin myotox sup | FN deposition inh | miR122 inh | PGC1a acetyl inh | INS-1E GSIS act | Cneo AK release
CC(C)(C)OC(=O)C[C@@H]1C/C=C\C[C@@H](CC(=O)N(CCO)Cc2ccccc2)C(=O)N[C@@H](c2ccccc2)COC1=O | 0.8 | -3 | 5 | -3 | 10 | -18 | -10 | -1
C=CCn1c(SCC(=O)c2cccs2)nnc1-c1cccc(OC)c1 | . | 1 | 34 | . | 5 | -4 | 2 | 0
Cc1cnc(CNC(=O)c2ccc3oc(Cc4ccc(Cl)cc4)nc3c2)cn1 | -0.4 | 4 | 9 | -13 | . | . | -27 | 0
COc1ccccc1CN1CCNC(=O)C1CC(=O)NCCCN1CCCC1=O (stereo not drawn) | 0.7 | 1 | 5 | 3 | -5 | 8 | 13 | 8
O=C(COC(=O)c1ccc(S(=O)(=O)N2CCCC2)cc1)NCc1ccc(F)cc1 | . | -1 | 7 | 0 | 4 | -11 | . | -5
CCOC(=O)C1CCN(C(=O)c2ccc3c(=O)n4nc(Nc5ccccc5CC)sc4nc3c2)CC1 | 5.4 | -3 | -3 | -3 | -1 | 2 | . | 1
C[C@@H]1CN([C@@H](C)CO)C(=O)c2cc(NS(C)(=O)=O)ccc2O[C@H]1CN(C)Cc1ccccc1 | 0.1 | 5 | 20 | . | -8[16.7 µM] | 2 | 4 | -7
O=C(C[C@@H]1CC[C@@H](NC(=O)c2ccccc2)[C@@H](CO)O1)NCc1ccncn1 | 0.2 | 4 | 3 | 11 | . | 4 | 2 | 1
CCOC(=O)[C@H]1[C@H]2COc3ccc(Br)cc3[C@@H]2N2C(=O)CN(C)C(=O)[C@@]12C | -1.4 | -5 | 2 | -9 | 2 | . | 0 | -6
Oc1ccc(-c2n[nH]c(C(F)(F)F)c2-c2ccccc2)c(O)c1 | 5.5 | . | . | 4 | 5 | 6 | -6 | .
CCN(C[C@H]1N[C@@](Cc2ccccc2)(C(=O)OC)[C@H]2C(=O)N(C)C(=O)[C@@H]12)S(=O)(=O)c1ccc(C(C)(C)C)cc1 | -1.8 | -1 | -34 | 2 | . | . | 0 | 2
CC(=O)N1[C@H](CNC(=O)C2CC2)[C@@H](c2ccc(-c3ccc(F)cc3)cc2)[C@@H]1CO | -1.6 | 6 | -6 | 4 | -12[16.7 µM] | 2 | -12 | 3
CCC(C)c1ccc(OCC(=O)Nc2cccc(C(=O)Nc3ccc(C(=O)O)cc3)c2)cc1 (stereo not drawn) | 0.9 | 6 | 0 | 0 | -2 | . | 10 | -4
CCCN1[C@@H]2c3cccc(=O)n3C[C@@H]2[C@@H](CO)[C@@H]1C(=O)NC1Cc2ccccc2C1 | 1.6 | -4 | 0 | . | 4[16.7 µM] | . | 8 | 2
CC(C)Sc1nc2c(c(=O)n1C)SC(C)C2 (stereo not drawn) | -3.6 | 0 | 8 | -8 | -3 | -4 | . | 0
C[C@@H]1CN([C@@H](C)CO)S(=O)(=O)c2ccc(/C=C/c3ccccc3)cc2O[C@H]1CN(C)C(=O)c1ccccc1 | 6.2 | -2 | -17 | -15 | 19[16.7 µM] | -18 | -8 | -1
CSc1ccc(/C=C/C(=O)OCC(=O)N2CCN(c3ccccc3)CC2)cc1 | 1.2 | 3 | 8 | 0 | 0 | 4 | 3 | 3
OC[C@@H]1CN(Cc2ccc(F)cc2)C[C@H](n2cnc3c(NCc4ccncc4)ncnc32)O1 | 0.8 | 7 | 22 | -5 | -2 | 27 | 12 | 1
COc1ccccc1-c1cn(CC[C@H]2CC[C@H](NC(=O)NC(C)C)[C@H](CO)O2)nn1 | 2.9 | -1 | -8 | -1 | . | 3 | 9 | 40
CNC(=O)C[C@H]1CC[C@H]2[C@@H](COc3ccc(NC(=O)Nc4cccc(C#N)c4)cc3C(=O)N2C)O1 | -3.0 | -1 | 11 | 1 | -2[16.7 µM] | 0 | -1 | -8

Screening results: PubChem, Broad Institute
